Screens (PubChem BioAssay)
Statin myotox sup = protects C2C12 myotubes from simvastatin toxicity | hit rate 0.78% among 330,000 | ATP luminescence, 48 h; scaled: DMSO 0, geranylgeraniol control 100 | rescue of ATP level, % at 7.49 µM;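 active = mean ATP rescue above about 67%, or every replicate alone reaching that limit, limit read from the data, passing the limit was not always enough; inconclusive = no clear call, values can overlap the other calls; inactive = mean under the limit and some replicate under it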;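 note: myotubes were challenged with 10 µM simvastatin during compound exposure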
LGR2 inh = inhibitors of bursicon-induced Drosophila LGR2 receptor cAMP signaling; hit rate 0.35% among 380,000; HEK293 LGR2, CRE-luciferase, bursicon-stimulated, 4 h; inhibition, % at 9.99 µM;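 active = drop in luminescence signal, shown as inhibition above about 50% in the replicate tests, limit read from the data, passing the limit was not always enough; inconclusive = probably only some replicates passing the limit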;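 note: agonist challenge used bursicon conditioned medium at about half maximal strength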
esBAF inh = SWI/SNF esBAF complex inhibition | reporter increase, % at 12.5 µM | hit rate 2% among 350,000 | mouse ES cells, Bmi1-luciferase knock-in reporter, 24 h; 100% = twice the neutral-well signal | AID 602393; in the data active = activation above about 40%; inconclusive = no clear call, values can overlap the other calls;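 note: 0% = median of the plate's neutral control wells and 100% = double that signal; a rise in the Bmi1 reporter signal indicates esBAF inhibition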
FN deposition inh = fibronectin deposition inhibition; AH1F fibroblasts, Alexa488-fibronectin deposition fluorescence, overnight; inhibition, % at 12.6 µM; hit rate 0.086% among 350,000; AID 743247;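 active = mean inhibition across replicates of 30% or more, regardless of how many single replicates reach that level; inconclusive = mean under 30% yet at least half of replicates reach 30%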;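 note: positive control wells lacked labelled fibronectin entirely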
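Assay system: AH1F fibroblast monolayer, labelled fibronectin deposition. Amount: 10000 cells per well. Also added: labelled fibronectin 24 nM. Compound: single-point pinned compound. Incubation: cell attachment 1 h, compound and FN exposure overnight. Detection: fluorescence after three HBSS washes, excitation 485 nm, emission 525 nm. Read-out: inhibition of fibronectin deposition signal.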
CASP6 VEID inh = inhibitors of human caspase-6; P55212; purified caspase-6, Z-VEID-R110 cleavage fluorescence; inhibition, % at 12.5 µM; hit rate 0.53% among 350,000; AID 686996;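 active = mean inhibition across replicates at least about 35%, with every replicate also reaching that limit, limit read from the data; inconclusive = only one of the two criteria met; inactive = neither criterion met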;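 note: 0% = median of neutral control wells and 100% = no fluorescence left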
Target sequence (P55212 24-179 limits assumed): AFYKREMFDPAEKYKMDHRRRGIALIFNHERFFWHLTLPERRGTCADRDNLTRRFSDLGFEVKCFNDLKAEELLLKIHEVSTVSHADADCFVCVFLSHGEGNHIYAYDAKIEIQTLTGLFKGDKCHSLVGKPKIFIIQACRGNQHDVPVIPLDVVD
Target sequence (P55212 194-293 limits assumed): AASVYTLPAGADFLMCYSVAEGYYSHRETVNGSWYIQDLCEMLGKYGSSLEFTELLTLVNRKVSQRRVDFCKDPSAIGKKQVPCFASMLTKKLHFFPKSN
S100A4 inh HTS = inhibitors of human S100A4 binding to myosin IIA peptide; P26447; S100A4/TAMRA-MyoIIA peptide fluorescence polarization; inhibition, % at 10.7 µM; hit rate 0.14% among 360,000; AID 652163;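 active = mean inhibition of at least 70% across replicates, with every replicate also reaching that level; inconclusive = mean inhibition reaches 70% but some replicates fall short; inactive = mean inhibition below 70%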
Target sequence (P26447 whole entry, looked up): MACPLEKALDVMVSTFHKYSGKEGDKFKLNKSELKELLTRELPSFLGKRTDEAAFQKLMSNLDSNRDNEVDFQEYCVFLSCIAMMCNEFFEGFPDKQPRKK
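Test system: S100A4 monomer protein; Medium: HEPES pH 7.2 with CaCl2, KCl, NaCl, DTT, Triton; Probe or stimulus: TAMRA-labelled myosin IIA heavy-chain peptide probe, 5 nM; Doses: one dose per compound; Times: polarization read 5 min after assay mix addition, stable 5–60 min; Benchmarks: neutral control DMSO, positive control TFP.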
SIRT5 block = inhibitors of human sirtuin-5 desuccinylase | Purified SirT5, succinyl-peptide AMC, trypsin-coupled fluorescence | inhibition, % at 15 µM | hit rate 1.1% among 330,000 | Q9NXA8; in the data active = inhibition above about 15%; inconclusive = no clear call, values can overlap the other calls
Target sequence (Q9NXA8 whole entry, looked up): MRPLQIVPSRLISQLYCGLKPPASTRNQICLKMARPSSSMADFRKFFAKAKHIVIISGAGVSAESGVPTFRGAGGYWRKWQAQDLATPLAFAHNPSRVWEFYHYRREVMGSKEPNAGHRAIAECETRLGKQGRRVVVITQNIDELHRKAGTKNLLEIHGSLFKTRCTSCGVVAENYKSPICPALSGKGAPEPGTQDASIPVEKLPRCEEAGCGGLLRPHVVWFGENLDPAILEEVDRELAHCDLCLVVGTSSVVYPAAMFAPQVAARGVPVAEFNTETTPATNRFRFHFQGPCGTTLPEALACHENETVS
Starred values were filed as active, the others as inactive; u = inconclusive; x = no result given; & = joins results of further samples. A portion of the library (hit frequency here may not be typical).

Screens in order – Statin myotox sup, LGR2 inh, esBAF inh, FN deposition inh, CASP6 VEID inh, S100A4 inh HTS, SIRT5 block
> C[C@H]1CN([C@@H](C)CO)S(=O)(=O)c2ccc(C#Cc3cccc(F)c3)cc2O[C@@H]1CN(C)S(=O)(=O)c1ccccc1F
  19, 18, 7, -5, 2, 4, 13
> CC1CCCCN1C(=O)CSc1nnc(-c2cccnc2)o1 (stereo not given)
  2, 1, 2, 2, -3, -1, -1
> CCOC(=O)c1cccc(NC(=O)c2cc3ccccc3o2)c1
  -6, -15, 46*, 1, 1, -2, 1
> Cc1noc(C)c1S(=O)(=O)Nc1cc(C(F)(F)F)ccc1N1CCOCC1
  x, 7, x, 4, 1, 2, -7
> Cc1cc(C)c(OCC(=O)Nc2ccc(S(=O)(=O)N3CCCC3)cc2)c(C)c1
  1, 7, 6, 10, -2, 3, -3
> CC(C)CCNC(=S)Nc1ccc(Br)cc1
  x, -37, x, 0, 1, -1, 0
> CCOC(=O)C1CCN(C(=S)NC2CCCC2)CC1
  x, -13, x, x, -1, 1, -3
> COc1ccc(C(=O)Nc2ccc(C3(C#N)CCCC3)cc2)cc1OC
  -15, -48, 44*, 2, 1, 8, 4
> COc1cccc(CNC(=O)CCCC(=O)NC(C)CCc2ccccc2)c1 (stereo not given)
  10, 7, -2, 7, 0, -8, 0
> CN(C)CC(=O)Nc1ccc2c(c1)[C@H]1C[C@H](CC(=O)N3CCOCC3)O[C@@H](CO)[C@H]1O2
  -4, -7, -1, 5, x, x, x
> Cc1noc(C)c1S(=O)(=O)Nc1ccc2c(c1)C(=O)N([C@@H](C)CO)C[C@@H](C)[C@H](CN(C)C(=O)NC(C)C)OCCCC[C@H](C)O2
  x, -3, -1, 1, 3, 31, 2
> C[C@@H]1CCCCO[C@@H](CN(C)C(=O)Nc2ccc(C(F)(F)F)cc2)[C@H](C)CN([C@H](C)CO)C(=O)c2cc(N(C)C)ccc2O1
  -14, 25, 0, x, 1, -8, 3
> CN(c1ccc(C(=O)N2CCN(c3ccc(F)cc3)CC2)cc1)S(C)(=O)=O
  -12, 7, 6, x, x, x, x
> CCn1c(C(=O)N2CCCC(C(=O)O)C2)cc2sccc21 (stereo not given)
  -6, 0, -12, x, x, x, x
> CCn1nc(C(=O)Nc2ccc3c(c2)OCCO3)c2ccccc2c1=O
  -25, -16, 26, 6, -1, -3, 0
> COc1ccc(NC(=O)N(C)C[C@H]2OCCCC[C@@H](C)Oc3ccc(N(C)C)cc3C(=O)N([C@H](C)CO)C[C@H]2C)cc1
  21, 17, 2, x, 5, -16, 8
> Cc1nnsc1-c1c(C(=O)N2CCOCC2)c(C)nn1-c1ccc(Cl)cc1
  x, x, x, 3, -5, -2, 2
> c1ccc(-c2ccccc2OCCCCN2CCCCC2)cc1
  -12, 7, -5, 0, x, x, x
> Cc1[nH]c2ccc(C(=O)N3CCN(Cc4ccccc4)CC3)cc2c1C
  -2, 7, 5, -1, 3, -1, -2
> CN1CC(=O)N(CC(=O)Nc2cccc(S(=O)(=O)N3CCOCC3)c2)C1=O
  x, 3, x, -1, 0, -1, 0
> C#CCNC(=O)C[C@@H]1C[C@@]2(C(=O)OC)CCCCC=C2N(CCCCCCCC)C1=O
  x, -3, x, x, 9, -9, 9
> Cc1cccc(NC(=O)c2nc[nH]c2C(=O)N[C@H](C)CO)c1
  -4, 21, 0, 0, 1, -4, -4
> O=[N+]([O-])c1ccc(COn2nnc3ccccc32)cc1
  x, -37, x, 3, 1, 5, -2
> CC(C)C1C(=O)N(Cc2cn(Cc3ccco3)nn2)CCS(=O)(=O)N1Cc1ccc(-c2ccccc2)cc1 (stereo not given)
  11, -13, 2, -3, 2, -3, -2
> Cc1noc(C)c1S(=O)(=O)Nc1cccc2c1O[C@@H](CN(C)S(=O)(=O)c1ccc(Cl)cc1)[C@@H](C)CN([C@@H](C)CO)C2=O
  9, -4, 5, -11, 1, -28, 0
> CCn1c(=O)n(CC)c2cc(S(=O)(=O)Nc3ccccc3C)c(C)cc21
  -16, 4, -4, x, 1, -2, 1
> COc1ccc(CN2C(=NC(=O)C3CC3)SC3CS(=O)(=O)CC32)cc1 (stereo not given)
  29, -10, -8, 5, 2, 2, -1
> C[C@@H]1CN([C@H](C)CO)C(=O)c2cccc(NC(=O)Nc3ccccc3)c2O[C@H]1CN(C)Cc1ccc(C(F)(F)F)cc1
  39, 13, -1, x, 0, 5, -1
> Cc1cccnc1NC(=O)c1ccc(Cl)c(S(=O)(=O)N2CCCCCC2)c1
  x, 14, x, 4, 0, -7, 1
> CC12CCC(=O)N1C(C(=O)Nc1nccs1)CS2 (stereo not given)
  12, -10, 4, 5, 9, 2, 5

Other entries follow:
Screens in order – Statin myotox sup, LGR2 inh, esBAF inh, FN deposition inh, CASP6 VEID inh, S100A4 inh HTS, SIRT5 block
> COC(=O)[C@@]12C[C@@H](CC(=O)NCc3cccc(C(F)(F)F)c3)C(=O)N(CCc3ccc(OC)c(OC)c3)C1=CCC(C)(C)C2
  x, 13, x, -12, -3, 1, x
> COC1=C(Nc2ccc(O)cc2)C(=O)c2ccccc2C1=O
  x, -11, x, -4, 14, 4, 3
> Cc1ccc(S(=O)(=O)N(C)C[C@@H]2Oc3ncc(C#Cc4cccc(F)c4)cc3C(=O)N([C@H](C)CO)C[C@@H]2C)cc1
  100*, 8, 0, x, 0, 5, 2
> Cc1ccc(C(O)(COC(=O)C(C)C)COC(=O)C(C)C)c(O)c1
  -3, -15, 0, x, 5, -3, 1
> O=C(NC1CC1)c1ccc2c(c1)N(Cc1ccc(Cl)cc1)CCS2
  17, 14, 0, -18, -1, 7, -1
> CCCNC(=O)NC(=O)CSc1nc2cc(C(=O)OC)ccc2c(=O)n1-c1ccccc1
  12, 4, -4, x, x, x, x
> COc1ccc2c(-c3ccccc3)cc(SCC(N)=O)nc2c1
  3, -5, -8, -6, 4, 14, -1
> Brc1ccc(-c2noc(CCc3ccccc3)n2)o1
  3, -53, 50*, 6, 0, 5, -4
> N#CC1=C2Sc3ccccc3N2CCCC1=O
  15, 9, 11, x, 5, -2, -15
> Cc1ccc(S(=O)(=O)N/N=C/c2ccc(O)c(O)c2)cc1[N+](=O)[O-]
  8, 2, -6, -12, 13, -2, 3
> CN1CCN(C(=O)C[C@H]2C[C@H]3c4cc(NC(=O)CC5CC5)ccc4O[C@H]3[C@@H](CO)O2)CC1
  0, 9, -1, -21, -1, 1, -2
> CC(C)CC1NC(=O)c2ccccc2-n2c1nc1ccc(Cl)cc1c2=O (stereo not given)
  x, x, x, -1, -2, 4, x
> O=Cc1c(-c2ccc(F)cc2)nc2ccccn12
  0, -19, 9, x, -2, -4, -1
> O=C(NC1CCSc2ccccc21)c1cc(S(=O)(=O)N2CCOCC2)ccc1F (stereo not given)
  2, -14, 7, 1, -2, -1, -1
> CCOCCCNC(=O)C(c1ccccc1)N(Cc1ccc2c(c1)OCO2)C(=O)c1ccccc1O (stereo not given)
  x, 18, x, -3, -1, -1, -4
> COc1cc(OC)c(N(C)S(=O)(=O)c2cccc(C(=O)NCc3cccs3)c2)cc1Cl
  -11, 0, -3, -4, 8, -1, 0
> Brc1cccc(CNCc2ccncc2)c1
  -13, -11, 2, -7, 1, -2, -5
> CCn1cc(Cl)c(C(=O)N2N=C(c3ccc4ccccc4c3)CC2c2ccccc2O)n1 (stereo not given)
  x, -3, x, 2, -4, 3, 6
> O=C(C[C@H]1C[C@@H]2c3cc(NC(=O)Nc4ccccc4F)ccc3O[C@@H]2[C@@H](CO)O1)NC1CCCC1
  5, -12, 15, -3, 2, -26, 1
> C[C@H](CO)N1C[C@H](C)[C@H](CN(C)Cc2cccnc2)Oc2cc(C#C[C@@H](C)O)ccc2S1(=O)=O
  9, -1, 0, -4, 3, -1, -4
> Cc1nc2ccccc2c(=O)n1NC(=O)c1ccccc1Cl
  -11, x, 2, -6, x, x, x
> CCCNC(=O)CSc1nc(COc2ccccc2)nc2ccccc12
  x, 4, x, 2, 1, 16, -3
> Nc1ccc(-c2nc3ccc(N)cc3[nH]2)cc1
  x, -39, x, -11, 7, 6, -15
> C[C@H]1CN([C@@H](C)CO)C(=O)c2cccc(NS(=O)(=O)c3ccccc3)c2O[C@H]1CN(C)C(=O)Nc1cccc2ccccc12
  14, 18, -6, x, 4, -14, 2
> CCO/C([O-])=N/c1sn[n+](C)c1C
  x, -7, x, -21, 1, -2, -3
> Cc1nccn1CCN(C)Cc1cn(Cc2ccccc2)nc1-c1ccc2c(c1)OCO2
  x, 5, x, 2, -13, -2, -4
> CC1=CC2=NC(=O)/C(=C/c3coc4ccc(Cl)cc4c3=O)C(=N)N2O1
  x, -7, x, 5, 1, -3, -2
> C[C@@H]1CN([C@@H](C)CO)C(=O)CCCn2nncc2CO[C@H]1CN(C)Cc1ccc(C(F)(F)F)cc1
  5&32&15, -15&-3, -9&-4&0, -4&-9, -4&-1&-1, -2&18&-2, -1&-2&10
> COc1ccc(CCNc2nc(=S)[nH]c3cc(OC)c(OC)cc23)cc1OC
  x, x, x, 7, 6, -4, -1
> CC(C)Nc1ncnc2c1cnn2-c1ccc(Cl)cc1
  -86, u, -57, -1, 0, -1, -2

The results go on.
Screens in order – Statin myotox sup, LGR2 inh, esBAF inh, FN deposition inh, CASP6 VEID inh, S100A4 inh HTS, SIRT5 block
> CCCCn1c(=O)[nH]c(=O)c2c1nc(-c1ccc(-c3ccccc3)cc1)n2C
  -4, 2, -3, -28, 5, -1, -1
> CCOC(=O)C1=NN(c2ccc(OC)cc2)C2C(=O)N(c3ccccc3OC)C(=O)C12 (stereo not given)
  x, 10, x, -9, -1, -1, -2
> CCOc1ccc(NC(=O)CSc2nc(O)c(C)c(=O)n2-c2ccc(F)cc2)cc1
  8, -5, -9, -14, -4, 2, -7
> COc1ccccc1Nc1nn2c(=O)c3ccc(C(=O)N4CCCC(C)C4)cc3nc2s1 (stereo not given)
  -35, 12, 7, 7, 1, 1, 4
> Cc1noc(C)c1S(=O)(=O)N(C)C[C@H]1Oc2ccc(NC(=O)C3CC3)cc2CC(=O)N([C@H](C)CO)C[C@H]1C
  -17, 1, 3, x, 3, u, 1
> O=C(O)C/C(=C\c1ccc2c(c1)OCO2)c1nc2ccccc2s1
  5, -8, 4, 0, 4, -3, -1
> O=C(CSc1ncn[nH]1)Nc1cccc2ccccc12
  29, x, -9, -3, x, x, x
> Cc1cccc(NC(=O)C23CCC(C)(C2Br)C3(C)C)c1 (stereo not given)
  3, x, 8, -2, x, x, x
> Cc1cccc(OCCCC(=O)N2CCCc3ccccc32)c1C
  -7, -1, 1, x, 1, -5, -1

Record cards, from the list above.
Shown for O=C(CSc1ncn[nH]1)Nc1cccc2ccccc12 = Statin myotox sup = 29; LGR2 inh = x; esBAF inh = -9; FN deposition inh = -3; CASP6 VEID inh = x; S100A4 inh HTS = x; SIRT5 block = x
Shown for Cc1noc(C)c1S(=O)(=O)N(C)C[C@H]1Oc2ccc(NC(=O)C3CC3)cc2CC(=O)N([C@H](C)CO)C[C@H]1C = Statin myotox sup = -17; LGR2 inh = 1; esBAF inh = 3; FN deposition inh = x; CASP6 VEID inh = 3; S100A4 inh HTS = u; SIRT5 block = 1
